GPR151 ag – activators of human GPR151; activation, % at 11.2 µM; 1% of 650,000 active; PathHunter beta-arrestin GPR151 cells, luminescence; in the data active means activation above about 4.9%;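 further: 0% = median of compound wells and 100% = cells with positive control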
Target sequence (Q8TDV0 whole entry, looked up): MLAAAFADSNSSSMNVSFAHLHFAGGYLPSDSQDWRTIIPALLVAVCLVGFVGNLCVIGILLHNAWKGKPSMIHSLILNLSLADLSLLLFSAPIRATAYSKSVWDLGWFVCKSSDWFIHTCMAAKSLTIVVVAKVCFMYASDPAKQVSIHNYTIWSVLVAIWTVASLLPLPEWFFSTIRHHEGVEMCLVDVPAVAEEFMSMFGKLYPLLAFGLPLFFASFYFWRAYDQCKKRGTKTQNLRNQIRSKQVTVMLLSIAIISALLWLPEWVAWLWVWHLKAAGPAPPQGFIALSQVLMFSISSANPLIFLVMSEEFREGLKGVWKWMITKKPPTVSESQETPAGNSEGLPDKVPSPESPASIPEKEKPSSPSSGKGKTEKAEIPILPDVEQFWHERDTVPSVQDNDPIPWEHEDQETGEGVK
MITF inh – inhibitors of human MITF. 0.91% of 650,000 active. O75030. AlphaScreen MITF homodimerization, bead proximity signal. inhibition, % at 2.6 µM. AID 1259374; in the data active means inhibition above about 50%;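 further: 0% = vehicle wells with protein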
FBW7 activator – human FBW7 E3 ligase activation, primary screen. Q969H0. AID 1259310. normalized activity (activation), % at 26.1 µM. 0.13% of 650,000 active. AlphaScreen FBW7–phospho-cyclin E peptide binding, activator screen; in the data active means normalized activity above about 1.9%;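 further: purified mutant Fbw7 with reduced substrate affinity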
Target sequence (Q969H0 whole entry, looked up): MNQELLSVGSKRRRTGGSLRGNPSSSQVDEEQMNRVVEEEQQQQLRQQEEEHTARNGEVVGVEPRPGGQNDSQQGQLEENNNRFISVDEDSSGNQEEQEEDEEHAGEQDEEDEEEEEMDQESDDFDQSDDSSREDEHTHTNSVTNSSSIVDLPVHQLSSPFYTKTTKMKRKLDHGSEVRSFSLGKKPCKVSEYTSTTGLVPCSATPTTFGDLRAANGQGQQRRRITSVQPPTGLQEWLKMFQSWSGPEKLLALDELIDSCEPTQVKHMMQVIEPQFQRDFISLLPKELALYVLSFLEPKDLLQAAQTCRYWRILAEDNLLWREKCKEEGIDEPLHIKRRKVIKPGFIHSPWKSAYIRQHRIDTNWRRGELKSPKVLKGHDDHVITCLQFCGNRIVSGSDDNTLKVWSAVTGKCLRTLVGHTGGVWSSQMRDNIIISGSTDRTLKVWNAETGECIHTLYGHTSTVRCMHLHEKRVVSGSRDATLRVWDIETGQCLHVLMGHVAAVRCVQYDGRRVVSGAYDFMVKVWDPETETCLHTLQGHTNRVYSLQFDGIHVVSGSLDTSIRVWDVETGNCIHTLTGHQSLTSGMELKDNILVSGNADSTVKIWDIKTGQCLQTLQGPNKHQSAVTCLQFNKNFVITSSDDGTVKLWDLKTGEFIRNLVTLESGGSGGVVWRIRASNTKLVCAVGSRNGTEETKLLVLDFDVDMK
TEAD-YAP block – TEAD-YAP interaction inhibition. HEK-TIYL cells, TEAD-Gal4/YAP UAS-luciferase luminescence. 1.4% of 640,000 active. inhibition, % at 9.12 µM; in the data active means inhibition above about 32%;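 further: 0% = median of test compound wells and 100% = reference inhibitor wells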
* = called active by the depositor.

SMILES	GPR151 ag	MITF inh	FBW7 activator	TEAD-YAP block
Cc1nc2sc(C#N)c(N)c2c(C)c1Cl	-0.3	12	-0.1	1
Cc1ccc(C(F)(F)F)cc1NC(N)=S	2.7	-2	0.0	9
Cn1ccnc1C1(O)CCN(CC(=O)Nc2cccc(F)c2)CC1	-0.9	4	0.0	5
CC(=O)Nc1sc2c(c1C(=O)O)CCCCC2	0.4	-7	-0.3	2
O=C(Nc1ccc2c(c1)CN(C(=O)c1cscn1)CC2)c1ccccc1Cl	-0.8	9	0.6	-22
O=C(Nc1ccc([N+](=O)[O-])cc1Cl)c1cc2nc(-c3ccc(Br)cc3)cc(C(F)(F)F)n2n1	-0.5	8	0.0	-5
CC(C)(C)c1ccc(C(=O)Nc2c3c(nn2-c2ccc([N+](=O)[O-])cc2)CSC3)cc1	0.6	7	-0.2	3
Nc1c(C(=O)c2ccc(Br)cc2)sc2nc3c(cc12)CCCCCC3	0.4	10	0.7	6
COc1ccc(NC(=O)CSc2nnc(CNC(=O)c3ccc(S(=O)(=O)N4CCCC4)cc3)n2-c2cc(OC)ccc2OC)cc1	0.1	-14	0.1	-1
CN(Cc1ccc2nccnc2c1)C(=O)CN1Cc2ccccc2OC(c2ccsc2)C1 (stereo not given)	0.1	-8	-0.2	-2
COc1ccc(-c2cnnc(N/N=C/c3ccc(O)c(O)c3)n2)cc1	-0.9	43	0.0	15
COc1cccc(OC)c1CN1CCc2nnc(C(CC(C)C)NC(C)=O)n2CC1 (stereo not given)	1.0	10	-0.1	1
Cc1nnc(C2CCCN(C(=O)COc3ccccc3)C2)s1 (stereo not given)	-0.5	-4	0.0	-9
O=C(Nc1ccccc1)c1csc(Nc2ccc(-n3ccnc3)cc2)n1	-0.9	-12	0.0	-33
O=C(COC(=O)c1ccccc1NC(=O)c1ccccc1)c1ccc([N+](=O)[O-])cc1	-0.6	4	-0.1	4
CCOC(CCn1c(SCC(=O)c2ccc(F)cc2)nc2ccccc2c1=O)OCC	-0.8	-6	-0.2	0
CC(=O)N1CCN(c2ccc(Nc3ccccn3)nn2)CC1	-1.1	42	-1.3	-11
COc1ccc2c(c1)C(c1ccc([N+](=O)[O-])cc1)=NNC(c1ccco1)=N2	-0.2	8	-0.2	-28
O=C(NCCN1CCOCC1)C1CC(=O)N(C2CCCCC2)C1 (stereo not given)	-1.3	-7	0.2	4
O=C(COc1ccccc1[N+](=O)[O-])Nc1nc(-c2ccccc2)cs1	-0.1	8	-0.3	-3
CCNC(=O)[C@@H]1C[C@@H](NCc2ccc(F)cc2F)CN1Cc1ccc2ccccc2c1	0.1	2	0.0	4
c1ccc2cc(CN3CCOCC3)ccc2c1	0.6	-5	-0.2	-17
Cc1ccc(S(=O)(=O)N(C(=O)NC(=O)Nc2ccccc2Cl)C2CCCCC2)cc1	-0.7	6	0.0	-2
CCOc1ccc(NC(=O)CSc2nc3cc(C(=O)N4CCC(C(N)=O)CC4)ccc3c(=O)n2-c2ccccc2)cc1	-0.4	6	0.1	-4
COCCOC(=O)C1=C(C)NC2=C(C(=O)CC(c3cccs3)C2)C1c1coc2ccc(C)cc2c1=O (stereo not given)	-1.9	-1	0.2	6
O=[N+]([O-])c1ccc(N2COc3ccc4ccccc4c3C2)c(Br)c1	1.9	2	-0.4	-2
COc1ccc(/C(C)=N\Nc2nc3ccccc3s2)cc1	0.9	26	0.2	-14
N#Cc1c(NC(=O)Nc2ccc(Cl)cc2)sc2c1CCC2	0.7	12	0.2	4
O=C(C1CCCCC1)N1CCC(c2ccnc3ncnn23)CC1	0.5	4	-0.1	7
COC(=O)Cn1c(=NC(=O)c2ccc3ncsc3c2)sc2cc(NC(C)=O)ccc21	1.1	13	-0.1	-1
O=C(NCc1nnc2n1CCN(Cc1ccc(OC(F)(F)F)cc1)CC2)c1ccccn1	-1.4	-6	-0.1	-6
CCOC(=O)CNC(=S)NCc1ccc(Cl)cc1	-0.6	-6	-0.3	4
CN(C)c1nc2nonc2nc1N1CCN(CCOc2ccccc2)CC1	-0.7	9	0.0	9
O=C(c1cc2ccccn2n1)N1CCN(c2ccccn2)CC1	-0.6	15	-0.1	5
COc1ccc(C2=N/C(=C\C=C\c3ccccc3)C(=O)O2)cc1[N+](=O)[O-]	-0.3	12	0.0	7
O=S(=O)(c1ccc2c(c1)OCCO2)N1CCC(Oc2nc3ccccc3s2)CC1	-1.5	5	0.0	8
Cn1c(SCc2ccc(Br)cc2)nnc1-c1ccncc1	-0.5	0	0.0	6
CCN(CC)c1ccc(/C=N/N=C2\NC(=O)C(C)S2)cc1 (stereo not given)	-0.2	6	0.1	-29
COCCNc1nc(-c2cccc(N(C)C)c2)ccc1C(=O)NCCNC(C)=O	-0.3	-8	-0.1	0
C=CCNc1nc(CC(=O)OCC)cs1	-0.3	9	0.3	-1
O=C(NCCCN1CCN(Cc2ccccc2)CC1)Nc1ccccc1C(F)(F)F	-0.3	-7	1.6	3
Cc1cc(=O)oc2cc(OCC(O)CNCc3cccc(Cl)c3)ccc12 (stereo not given)	0.1	-8	0.1	4
O=C1c2cc(Cl)c(Cl)cc2C(=O)N1c1ccc(Oc2ccccc2)cc1	0.2	3	0.0	-11
CCn1cc(SCC(=O)NCc2ccco2)c2ccccc21	-0.4	1	0.8	3
Cc1ccc(-c2nc(N)sc2CC(=O)OCC(=O)NCCC(C)C)cc1	0.2	2	0.1	2

The closing 2 records of the section above are carried over, then new ones follow:
SMILES	GPR151 ag	MITF inh	FBW7 activator	TEAD-YAP block
CCn1cc(SCC(=O)NCc2ccco2)c2ccccc21	-0.4	1	0.8	3
Cc1ccc(-c2nc(N)sc2CC(=O)OCC(=O)NCCC(C)C)cc1	0.2	2	0.1	2
C=CCN(CC=C)S(=O)(=O)c1ccc(C(=O)Nc2ncc(S(=O)(=O)c3ccc([N+](=O)[O-])cc3)s2)cc1	-0.4	-3	-0.1	11
CCc1nc(SCC(=O)Nc2ccccc2)n[nH]1	-1.0	5	0.0	-2
O=[N+]([O-])c1ccc(N2CCN(S(=O)(=O)c3ccc(Cl)cc3)CC2)c(F)c1	-0.4	7	-0.1	1
CCOc1ccc(NC(=O)c2cccc(NC(=O)C(C)C)c2)cc1	-2.2	21	1.1	-4
Cc1ccc(C(=O)CN2CCCC2=N)cc1	3.2	-5	0.0	-36
Cc1cc(=O)oc2ccc(OCC(=O)Nc3nc(C(C)(C)C)cs3)cc12	1.4	-9	-0.1	-2
COC(=O)c1c(C)oc2ccc(N(C(=O)c3ccccc3Cl)S(=O)(=O)c3ccc(Cl)cc3)cc12	-1.7	25	0.3	-3
COc1cc(NC(=O)COc2ccc(Cl)cc2C)c(C(=O)O)cc1OC	-0.7	2	-0.1	-3
CCc1ccc(NC(=O)CC2Oc3ccccc3NC2=O)cc1 (stereo not given)	-0.1	1	0.1	-8
CNC(=O)c1c(NC(=O)CCc2ccccc2)sc2c1CCC(C)C2 (stereo not given)	-0.6	13	0.4	-1
CN(C)S(=O)(=O)N1CCN(C(=O)c2cccc([N+](=O)[O-])c2)CC1	2.6	6	0.1	5
Clc1ccccc1CNCc1cccnc1	-1.2	-4	-0.4	-1
COC(=O)CNC(=O)C1c2ccccc2C(=O)N(C2CCCCC2)C1c1ccc(OC)cc1 (stereo not given)	0.7	-2	-0.1	-8
COc1ccc2nc(/C=C/c3ccc(C(=O)O)cc3)sc2c1	0.3	-2	-0.1	-31
O=C(N/N=C/c1c(O)ccc2ccccc12)C(=O)Nc1cccc(Cl)c1Cl	-0.5	14	1.0	3

Brought forward from above: four entries, followed by the next part.
SMILES	GPR151 ag	MITF inh	FBW7 activator	TEAD-YAP block
Clc1ccccc1CNCc1cccnc1	-1.2	-4	-0.4	-1
COC(=O)CNC(=O)C1c2ccccc2C(=O)N(C2CCCCC2)C1c1ccc(OC)cc1 (stereo not given)	0.7	-2	-0.1	-8
COc1ccc2nc(/C=C/c3ccc(C(=O)O)cc3)sc2c1	0.3	-2	-0.1	-31
O=C(N/N=C/c1c(O)ccc2ccccc12)C(=O)Nc1cccc(Cl)c1Cl	-0.5	14	1.0	3
Cc1cc(S(=O)(=O)NCc2ccc3c(c2)OCO3)ccc1-n1cnnn1	1.3	12	0.1	-1
Cc1cccc(C)c1NC(=O)C1(N(Cc2ccccc2)C(=O)Cn2nnnc2N)CCCCC1	0.5	11	-0.1	3
CCOc1cccc(CN2CCCCCC2)c1O	0.0	10	0.2	-1
Oc1ccc(-c2cnn3c(N4CCN(c5ccccn5)CC4)ccnc23)cc1	-1.3	23	0.2	4
COc1ccc(S(=O)(=O)N2CCN(C(=O)c3ccccc3[N+](=O)[O-])CC2)cc1	-1.7	-4	0.1	-6
COC(=O)C(Cc1c[nH]c2ccccc12)NC(=O)c1ccccc1Br (stereo not given)	2.2	10	0.1	7
CC(C)Cc1cc(C(=O)N2CCC3(CC2)NC(=O)c2cccnc2N3C)no1	-0.1	1	0.4	11
CCOC(=O)N1CCC2(CC1)C(C#N)=C(N)Oc1n[nH]c(C)c12	1.2	-68	0.2	0
CCCNC(=O)NC(=O)COC(=O)CNC(=O)c1cc(C)cc(C)c1	-0.6	-6	-0.1	5
CC(Oc1cccc(Cl)c1)C(=O)NCc1ccccn1 (stereo not given)	-0.3	18	-0.8	-2
CCOC(=O)C(Cc1c[nH]c2ccccc12)NC(=O)COc1ccc(CC)cc1 (stereo not given)	1.8	-1	0.0	-5
O=C1NC(c2cc(I)ccc2Cl)=N/C1=C/c1ccc(F)cc1	-0.4	2	-0.1	-1
CCCCOc1ccccc1-c1cc(C(=O)O)[nH]n1	0.2	-12	-0.1	-4
COc1ccccc1-c1c(C)nn2c(N3CCN(c4ncccn4)CC3)cc(C)nc12	0.7	-5	-0.1	11
COc1ccc(NC(=O)Oc2ccc(C)c(C)c2)cc1Cl	2.5	-1	0.1	-1

Ordered by SMILES length (largest number first): some entries from above.
SMILES	GPR151 ag	MITF inh	FBW7 activator	TEAD-YAP block
CCOC(=O)C(Cc1c[nH]c2ccccc12)NC(=O)COc1ccc(CC)cc1 (stereo not given)	1.8	-1	0.0	-5
CCCNC(=O)NC(=O)COC(=O)CNC(=O)c1cc(C)cc(C)c1	-0.6	-6	-0.1	5
CCCCOc1ccccc1-c1cc(C(=O)O)[nH]n1	0.2	-12	-0.1	-4

Profiles as entered above:
Cc1cccc(C)c1NC(=O)C1(N(Cc2ccccc2)C(=O)Cn2nnnc2N)CCCCC1 as listed: GPR151 ag: 0.5; MITF inh: 11; FBW7 activator: -0.1; TEAD-YAP block: 3
O=C1NC(c2cc(I)ccc2Cl)=N/C1=C/c1ccc(F)cc1 as listed: GPR151 ag: -0.4; MITF inh: 2; FBW7 activator: -0.1; TEAD-YAP block: -1

More records:
SMILES	GPR151 ag	MITF inh	FBW7 activator	TEAD-YAP block
O=C(/C=C/c1ccc(Cl)cc1)OC1CCCCC1=O (stereo not given)	2.6	19	0.4	-27
CCOC(=O)c1c(NC(=O)/C=C/c2ccccc2)sc(C)c1C	0.4	1	0.2	8
COc1cc(C)c(CN2CCC(N3CCCCC3)CC2)cc1C	-0.1	26	-0.3	0
CC(=O)N1CCc2cc(Br)cc(S(=O)(=O)NCCN3CCOCC3)c21	3.6	2	0.1	9
Cc1ccc(NS(=O)(=O)c2ccc3[nH]c(=O)sc3c2)cc1F	-0.5	3	-0.1	7
Cn1c(=O)[nH]c(=O)c2c1nc(NCc1ccco1)n2CCOc1ccccc1	0.6	6	0.5	8
CC1CCCC(C)N1C(=O)C1CC(c2ccc(F)cc2)=NO1 (stereo not given)	-1.0	-2	0.0	-38
COc1ccc(CC(=O)N2CCc3nnc(CCNC(=O)C(C)C)n3CC2)cc1OC	0.1	17	0.1	-13
O=C(Nc1ccncc1)Nc1ccncc1	-0.9	-5	-0.3	15
CCC(CC)C(=O)NCc1nnc(SCc2ccncc2)n1Cc1ccccc1	-0.8	-11	-0.1	3
Cc1ccc(-c2cc(C(F)(F)F)n3nc(C(=O)N4CCN(c5ccc(F)cc5)CC4)c(Cl)c3n2)cc1	-1.1	2	0.0	7
COCCNC(=O)CSc1nc2n[nH]c(C)c2c(=N)n1-c1cccc(OC)c1	1.0	-2	0.0	-2
O=C(c1ccco1)N1CCN(C(=O)c2cccs2)CC1	0.4	-9	-0.3	-3
Cc1c(C=Nc2ccc3c(c2)OCCO3)c2ccccc2n1C	1.0	1	0.0	-15
COc1ccccc1OCCNc1cc(N2CCCCC2)ccc1[N+](=O)[O-]	2.6	15	-0.1	8
CC(C)C(=O)Nc1cccc(NC(=O)CCn2c(=O)sc3ccccc32)c1	0.6	-7	-0.2	-8
COc1ccc2c(c1)Cc1sc(NC(=O)c3ccco3)nc1-2	0.2	-13	-0.1	-68
O=C(CCCn1c2ccccc2c2cn[nH]c(=O)c21)NCc1ccccc1	-1.0	7	0.0	0
Cc1nn(CC(=O)N(C(C)C)C(C)C)c(=O)c2cc3occc3n12	-0.5	-10	-0.3	-7
COc1cc2nc(NC3CCN(Cc4ccccc4)CC3)nc(NCCOc3ccccc3)c2cc1OC	-0.4	14	0.3	4
C/C(=N/NC(=O)c1ccncc1)c1ccc(O)c(C(N)=O)c1	0.5	8	-0.1	-4
Cn1nnnc1SCc1nc2scc(-c3ccc(Cl)cc3)c2c(=O)[nH]1	-2.3	-12	0.0	9
Cc1cc(C)nc(N(C)c2ccc(C(=O)O)cc2)n1	-1.8	-1	0.0	-3
c1coc(CN=C2NC(=NCc3ccco3)c3ccccc32)c1	0.5	-7	-0.2	3
COc1ccc(CC2=NOC(C(=O)N3CC4CCCC3C4)C2)cc1 (stereo not given)	-0.8	5	-0.1	-48
C=CCOC(=O)/C(=C\c1ccc(OC)cc1)NC(=O)c1ccccc1Cl	-0.5	-4	0.0	-22
COC(=O)C(=O)CC(=O)c1cccs1	-1.8	9	-0.2	-45
CC(C)(C)CN1CCNC(=O)C1CC(=O)NCCCOc1cccnc1 (stereo not given)	1.2	-2	0.1	-4

Screening data: PubChem, The Scripps Research Institute Molecular Screening Center
